High-throughput results (PubChem BioAssay)
C2C12 statin = suppressors of statin myotoxicity in C2C12 myotubes, primary screen, cell-based, single point, plate reader; rescue of ATP level, % at 7.49 µM; C2C12 myotubes + simvastatin, ATP luminescence, 48 h; scaled: DMSO 0, geranylgeraniol control 100; 330,000 tested, 0.78% active;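 active = mean ATP rescue above about 67%, or every replicate alone reaching that limit, limit read from the data, passing the limit was not always enough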;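 note: myotubes were challenged with 10 µM simvastatin during compound exposure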
PGC1a acetyl inh = inhibitors of PGC1a acetylation signal, primary screen, cell-based, U2OS, AlphaScreen, inhibitor mode. 350,000 tested, 0.17% active. inhibition, % at 15.6 µM. AlphaScreen anti-acetyl-lysine; with virally co-expressed GCN5 acetyltransferase;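 active = every replicate shows inhibition of at least 40%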;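 note: 0% = neutral control wells and 100% = positive control wells; some results beyond the cut were filed as inactive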
LGR2 antag = inhibitors of bursicon-induced LGR2 CRE-luciferase signal, primary screen, cell-based, HEK293, CRE-luciferase reporter, bursicon stimulation. Drosophila bursicon receptor LGR2 (rickets). bursicon-stimulated, 4 h. inhibition, % at 9.99 µM. 380,000 tested, 0.35% active. AID 720647, 2013;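 active = drop in luminescence signal, shown as inhibition above about 50% in the replicate tests, limit read from the data, passing the limit was not always enough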;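 note: agonist challenge used bursicon conditioned medium at about half maximal strength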
ERAP1 HTS inh = human ERAP1 aminopeptidase inhibitors, primary screen, biochemical, single point, plate reader; AID 652197, 2013; 340,000 tested, 0.15% active; inhibition, % at 10.7 µM; recombinant ERAP1, Leu-AMC fluorescence, 60 min;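 active = mean replicate inhibition of at least 30%, or all replicates individually reaching that 30% level; inactive = mean below 30% and not every replicate reaching it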;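 note: 0% = neutral control wells and 100% = L-leucinethiol positive control wells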
SIRT5 block = SIRT5 desuccinylase inhibitors, primary screen, biochemical, fluorescence imaging, single point, set 5. Purified SirT5, succinyl-peptide AMC, trypsin-coupled fluorescence. inhibition, % at 15 µM. 330,000 tested, 1.1% active. NAD-dependent protein deacylase sirtuin-5, mitochondrial (Homo sapiens), Q9NXA8; in the data active = inhibition above about 15%
Target sequence (Q9NXA8 whole entry, looked up): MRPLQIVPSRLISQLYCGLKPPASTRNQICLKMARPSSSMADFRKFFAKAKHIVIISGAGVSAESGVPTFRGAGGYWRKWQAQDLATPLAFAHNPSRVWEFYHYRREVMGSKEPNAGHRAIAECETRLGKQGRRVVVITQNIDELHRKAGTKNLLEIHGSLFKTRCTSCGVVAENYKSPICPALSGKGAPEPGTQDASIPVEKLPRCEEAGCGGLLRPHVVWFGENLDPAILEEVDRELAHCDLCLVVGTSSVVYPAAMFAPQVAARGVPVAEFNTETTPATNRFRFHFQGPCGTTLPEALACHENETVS
XiGFP reactiv = activators of inactive X chromosome reactivation, primary screen, imaging, XiGFP fibroblasts, GFP high-content imaging, set 2. activation, % at 7.58 µM. 360,000 tested, 0.055% active. XiGFP mouse fibroblasts, % GFP-positive cells imaging, 3 d; cells co-treated with 5-aza-dC sensitizer; scaled so ellipticine positive control = 100%;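 active = mean normalized replicate activation at least 10% and every replicate at or above 10%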;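 note: 0% = median of on-plate neutral control wells and 100% = ellipticine 6 µM median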
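System: SV40-immortalized XiGFP fibroblast cells, line 68-5-11 / Incubation: 3-day compound exposure, then 15 min fixation at room temperature / Compound: single concentration per compound, delivered by pin transfer / Buffer or medium: DMEM plus 5-aza-dC sensitizer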
Cneo AK release = Cryptococcus neoformans cell lysis inducers, primary screen, AK release luminescence, single concentration | C. neoformans lysis, adenylate kinase release luminescence, 4 h; normalised: neutral wells 0, clomiphene wells 100 | lysis activity, % at 15 µM | 360,000 tested, 0.2% active | AID 651654, 2012;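 active = mean lysis activity across replicates of at least 80%, whatever share of replicates individually reach that level; inactive = mean lysis activity below 80%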
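Assay system: Cryptococcus neoformans yeast cells / Dosing: single-point compound dose / Timing: 4 h at 37 °C static, read 1 h later / Measured by: luminescence of released adenylate kinase using an AK detection reagent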
S100A4 MyoIIA = inhibitors of S100A4-myosin IIA peptide binding, primary screen, biochemical, fluorescence polarization, TAMRA-MyoIIA peptide; Protein S100-A4 (Homo sapiens), P26447; inhibition, % at 10.7 µM; 360,000 tested, 0.14% active; AID 652163, 2013;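 active = mean inhibition of at least 70% across replicates, with every replicate also reaching that level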
Target sequence (P26447 whole entry, looked up): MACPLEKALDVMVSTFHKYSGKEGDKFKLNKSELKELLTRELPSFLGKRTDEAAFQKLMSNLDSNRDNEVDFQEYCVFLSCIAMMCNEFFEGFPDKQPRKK
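incubation = readout 5 min after mixing, signal stable up to 60 min | system = S100A4 monomer protein | buffer or medium = HEPES pH 7.2 with CaCl2, KCl, NaCl, DTT, Triton | benchmarks = neutral control DMSO, positive control TFP | also added = fluorescent myosin IIA peptide, 5 nM | compound dosing = one concentration per compound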
* hit, by the source's call; x = not tested or not shown.

item	Compound	C2C12 statin	PGC1a acetyl inh	LGR2 antag	ERAP1 HTS inh	SIRT5 block	XiGFP reactiv	Cneo AK release	S100A4 MyoIIA
1	COc1ccc(S(=O)(=O)Nc2ccc3c(c2)C(=O)N([C@@H](C)CO)C[C@@H](C)[C@@H](CN(C)Cc2ccccc2)O3)cc1	-11.4	-7.0	16.1	-2.9	1.6	0.8	48.0	-6.3
2	COc1ccc(CCNC(=O)c2cc(S(=O)(=O)N3CCC4(CC3)OCCO4)ccc2F)cc1OC	x	-9.4	8.2	0.1	-3.6	0.3	x	-4.0
3	N#C[C@@H]1[C@H](c2ccc(C3=CCCC3)cc2)[C@@H](CO)N1C(=O)C1CC1	-5.0	0.0	4.2	-1.0	-0.6	0.2	5.4	-6.6
4	CCN(CC)S(=O)(=O)c1ccc(C(=O)NCCc2ccccn2)cc1	1.8	x	-16.4	1.8	1.7	0.1	0.6	3.6
5	CCN(CC)CCCn1c(SCC(=O)Nc2cccc(F)c2)nnc1-c1ccoc1C	-21.2	x	21.5	0.7	-3.1	0.0	-1.4	-1.6
6	O=C(/C=C/C(=O)NCc1cccs1)NCc1cccs1	x	x	-14.3	-7.0	-2.2	-0.1	x	1.2
7	C[C@@H]1CN([C@H](C)CO)C(=O)c2cccc(NS(=O)(=O)c3cn(C)cn3)c2O[C@H]1CN(C)C(=O)Nc1ccc2c(c1)OCO2	30.1	10.1	-11.9	-0.7	-2.5	0.0	-1.7	5.5
8	Cc1noc(C)c1NC(=O)Nc1cccc2c1O[C@@H](CN(C)S(C)(=O)=O)[C@H](C)CN([C@H](C)CO)C2=O	x	4.7	16.3	1.2	-3.9	0.0	0.7	2.2
9	CNC[C@@H]1Oc2c(NS(=O)(=O)c3ccc(OC)cc3)cccc2C(=O)N([C@@H](C)CO)C[C@@H]1C	16.4	2.6	x	3.6	-2.6	x	-4.7	-7.7
10	CC1(C)CC(=O)C=C(c2ccc(-c3cnc4ccccc4c3)cc2)C1=O	-9.0	-2.3	62.8*	7.8	-2.8	0.4	-2.3	-9.0
11	c1ccc(Cn2c[n+](Cc3ccccc3)c3ccccc32)cc1	-86.8	-0.7	-10.7	2.0	-2.4	0.2	2.5	-2.7
12	C[C@H](CO)N1C[C@H](C)[C@H](CN(C)C(=O)c2ccccc2F)Oc2cc(C#CCN(C)C)ccc2S1(=O)=O	3.2	-9.9	-10.1	0.0	-4.2	-1.1	-12.5	-3.8
13	Nc1nc2c(ncn2[C@@H]2O[C@H](CNC(=O)[C@H](N)Cc3cncn3COCc3ccccc3)[C@@H](O)[C@H]2O)c(=O)[nH]1	-2.6	12.3	-9.1	3.1	-3.1	0.2	-0.8	-6.7
14	O=C(C[C@H]1CC[C@@H]2[C@H](COC[C@@H](O)CN2Cc2nccs2)O1)N1CCC(Cc2ccccc2)CC1	26.2	4.0	-11.3	-2.1	6.4	0.4	0.7	7.8
15	COCCC(=O)N1CCOCC1c1cc(C(=O)NCc2ccccc2)no1 (stereo not drawn)	2.3	-2.1	-2.4	-3.2	3.4	-0.1	-4.7	2.2
16	CC1CCCCC12NC(=S)N(c1ccccc1)N2 (stereo not drawn)	x	4.2	x	9.5	-0.8	0.0	-1.8	3.0
17	C[C@@H]1CCCCO[C@@H](CN(C)C(=O)Nc2ccc(F)cc2)[C@@H](C)CN([C@@H](C)CO)C(=O)c2cc(NC(=O)Cc3ccccc3)ccc2O1	x	0.8	13.5	0.2	0.2	1.6	x	-10.0
18	C[C@H]1CN([C@@H](C)CO)C(=O)c2cc(NC(=O)Nc3ccccc3)ccc2O[C@@H]1CN(C)C	-1.8	-0.4	10.3	-1.8	-2.0	0.4	-1.5	-5.1
19	Cc1ccc(-c2ccc3c(c2)O[C@H](CN(C)Cc2ccccn2)[C@@H](C)CN([C@@H](C)CO)S3(=O)=O)cc1	-61.6	6.4	13.3	-3.2	13.7	0.1	-2.1	5.1
20	C[C@@H]1CN([C@@H](C)CO)C(=O)c2cccc(NS(=O)(=O)c3ccccc3)c2O[C@H]1CN(C)S(=O)(=O)c1ccc(F)cc1	-0.8	-6.2	-11.9	x	x	-0.1	2.8	x

Compounds from the list above that have two or more sulfur atoms:
item	Compound	C2C12 statin	PGC1a acetyl inh	LGR2 antag	ERAP1 HTS inh	SIRT5 block	XiGFP reactiv	Cneo AK release	S100A4 MyoIIA
6	O=C(/C=C/C(=O)NCc1cccs1)NCc1cccs1	x	x	-14.3	-7.0	-2.2	-0.1	x	1.2
20	C[C@@H]1CN([C@@H](C)CO)C(=O)c2cccc(NS(=O)(=O)c3ccccc3)c2O[C@H]1CN(C)S(=O)(=O)c1ccc(F)cc1	-0.8	-6.2	-11.9	x	x	-0.1	2.8	x

New compounds follow
item	Compound	C2C12 statin	PGC1a acetyl inh	LGR2 antag	ERAP1 HTS inh	SIRT5 block	XiGFP reactiv	Cneo AK release	S100A4 MyoIIA
21	Cc1ccc(C)c(N(CC(=O)NC2CCCC2)C(=O)c2cc3cc4cc(C)ccc4nc3s2)c1	-55.7	-8.3	-6.2	-3.0	-4.9	x	-1.5	2.3
22	CCOC(=O)[C@@H]1[C@H]2COc3ccc(Br)cc3[C@@H]2N2C(=O)N(c3ccc(Cl)cc3)C(=O)[C@@]12C	7.9	-13.4	14.6	2.2	x	0.0	0.6	5.6
23	Cc1ccc(C)c(NCC(=O)NNC(=S)Nc2ccccc2)c1	-0.9	-3.3	6.9	1.9	18.3*	0.0	2.3	-2.3
24	CCCCN1C(=S)NC[C@@H]1Cc1cccc2ccccc12	-4.9	7.3	-37.8	-1.1	-1.4	-0.1	11.5	-10.1
25	CNC(=S)N(CCc1c(C)[nH]c2ccc(F)cc12)Cc1cccnc1	-3.0	x	3.8	-1.6	-3.7	0.1	1.3	13.8
26	C[C@@H]1CN([C@@H](C)CO)C(=O)c2cccc(NC(=O)C3CCCCC3)c2O[C@@H]1CN(C)C(=O)Nc1ccc(C(F)(F)F)cc1	-17.9	5.7	5.9	1.4	-4.0	-0.1	3.5	1.4
27	O=C(Nc1nnc(-c2cccs2)s1)C1CC1	-8.2	5.0	-20.6	-2.2	0.8	0.0	9.5	-2.4
28	CCCCCCCCN1C(=O)[C@H](CC(=O)NCc2ccccc2)C[C@@]2(C(=O)OCC)CCCC=C12	x	x	-7.7	x	-1.4	0.0	x	-2.8
29	COc1ccc(S(=O)(=O)NC(=O)C2(C)CCN2C(=O)CCc2ccc(Cl)cc2Cl)cc1 (stereo not drawn)	2.9	-2.3	-4.4	6.1	-7.2	-0.1	-1.6	-6.7
30	O=C(NCCCN1CCN(c2ccccc2)CC1)C1CCCN(c2ncnc3c2nc2n3CCCCC2)C1 (stereo not drawn)	-34.7	-5.8	19.8	-0.7	-1.8	0.0	-1.2	-4.0
31	C[C@@H]1CCCCO[C@@H](CN(C)S(=O)(=O)c2cccs2)[C@H](C)CN([C@@H](C)CO)C(=O)c2cc(NS(=O)(=O)c3ccc(F)cc3)ccc2O1	x	-2.4	13.4	-3.1	2.4	0.0	-1.5	-136.4
32	O=C(NCC[C@H]1CC[C@H](NC(=O)c2cnccn2)[C@H](CO)O1)Nc1ccc(Cl)cc1	-5.9	10.4	-19.1	0.7	0.3	0.8	-4.8	-7.0
33	C[C@@H]1CN([C@H](C)CO)C(=O)c2cc(C3=CCCC3)cnc2O[C@@H]1CN(C)S(=O)(=O)c1cn(C)cn1	8.9	2.3	4.0	-0.1	-3.5	-0.1	-2.3	0.2
34	Cc1cc(Cl)c2ccc(Cl)cc2n1	x	x	-13.4	5.0	-2.3	-0.1	x	2.1
35	O=C(OCCCOc1ccc(F)cc1)c1ccc(O)cc1O	x	-7.3	-6.9	2.3	1.2	0.1	-0.6	-4.5
36	O=C(COC(=O)c1cncc(Br)c1)NC1CCCCCC1	x	-2.7	-6.4	-1.8	4.0	-0.1	x	-5.8
37	C/C=C/c1ccc([C@H]2[C@@H](CO)N(C(=O)C3CC3)[C@H]2CN(C)S(C)(=O)=O)cc1	x	-1.5	-12.2	2.3	-2.1	0.2	x	-0.8
38	Nc1c(C(=O)Nc2ccc(Cl)cc2)oc2ccccc12	-30.8	-16.2	-85.0	x	x	0.0	-4.8	-0.7
39	CO[C@H]1CN(C)C(=O)c2cc(NC(=O)Cc3ccccc3)ccc2OC[C@@H](C)N(C(=O)c2ccccc2F)C[C@H]1C	6.4	-18.2	-3.0	-1.1	0.5	0.5	-4.1	11.3
40	O=C(COC(=O)c1ccc(CO)cc1)c1ccc(S(=O)(=O)N2CCCCC2)cc1	-0.9	x	-23.2	-0.8	-2.2	-0.2	-2.5	2.4

(listing goes on)
item	Compound	C2C12 statin	PGC1a acetyl inh	LGR2 antag	ERAP1 HTS inh	SIRT5 block	XiGFP reactiv	Cneo AK release	S100A4 MyoIIA
41	N#Cc1cccnc1N1CCN(C(=O)c2cccs2)CC1	-0.1	1.5	-3.9	5.7	-3.8	0.1	4.3	-2.5
42	Cc1noc(C)c1C(=O)NC1=NCCS1	x	2.6	-5.1	0.5	-2.2	-0.1	0.1	0.8
43	CC(C)CN(C(=O)CSc1nncn1-c1ccccc1)c1c(N)n(CC(C)C)c(=O)[nH]c1=O	2.7	x	-15.1	4.2	-6.1	0.0	0.1	-1.5
44	Cc1cccc(N2CCN(C(C(=O)NCc3ccccc3)c3ccc(C(F)(F)F)cc3)CC2)c1C (stereo not drawn)	x	x	5.3	x	1.4	0.1	x	-0.3
45	C/C=C/c1ccc2c(c1)O[C@@H](CN(C)C)[C@@H](C)CN([C@H](C)CO)S2(=O)=O	-4.3	0.6	-23.0	2.0	-1.1	-1.1	2.4	-2.5
46	CN1[C@@H]2Cn3c(ccc(C4=CCCC4)c3=O)[C@H]1[C@@H](C(=O)NC1Cc3ccccc3C1)[C@@H]2CO	-1.0	2.7	18.4	-0.6	-6.3	-0.1	1.5	-10.4
47	COc1ccc(NC(C)C(=O)N2CCN(Cc3ccccc3)CC2)cc1 (stereo not drawn)	-4.2	x	-16.3	-0.6	7.7	0.1	1.0	-5.2
48	COCC(C)(C)COS(N)(=O)=O	6.8	-8.5	12.8	-3.3	x	0.1	7.1	1.2
49	CC1CCCCN1C(=O)Cn1nnc(-c2cccnc2)n1 (stereo not drawn)	3.1	10.3	3.4	x	x	x	-0.2	x
50	C[C@H](CO)N1C[C@H](C)[C@H](CN(C)Cc2ccc(C(=O)O)cc2)Oc2ncc(C3=CCCCC3)cc2C1=O	14.4	11.2	1.4	0.3	-1.9	-0.1	0.1	8.0
51	COCCNC(=O)c1ccc(N2CC3CC(C2)c2cccc(=O)n2C3)c(NC(=O)c2ccc(F)cc2)c1 (stereo not drawn)	7.5	-6.6	1.0	0.8	1.0	0.0	-0.8	0.7
52	Cc1ccccc1NS(=O)(=O)c1ccc(OCC(=O)NCc2ccco2)cc1	18.8	8.8	1.6	x	x	x	0.8	x
53	Cc1ccc(Cl)c(OCC(=O)Nc2cccnc2)c1	1.2	x	-23.1	2.6	-2.3	-0.1	9.8	-9.9
54	O=C(CCCN1C(=O)/C(=C/c2cccs2)SC1=S)Nc1ccc(O)cc1	41.5	7.5	-20.2	-5.3	x	0.0	-0.9	-2.8

Some of the compounds tested; rates above refer to the full screens.
